# HIF-2a inh = HIF-2a reporter inhibitors, primary screen, luminescence, 786-0 RCC cells; 786-0 RCC cells HIF-2a reporter, luciferase luminescence, overnight; inhibition, % at 18.8 µM; actives 0.72% (n = 360,000); AID 624352, 2012;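 active = inhibition of the luminescence signal of 40% or more relative to plate controls, in a single-dose primary screen at 18.75 µM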
# TWEAK-Fn14 inh = inhibitors of TWEAK-Fn14 signaling, primary screen, luciferase reporter cells, uHTS. TWEAK-stimulated Fn14 reporter cells, luciferase luminescence, 8 h. inhibition, % at 10 µM. actives 2% (n = 360,000); in the data active = inhibition above about 50%
# TRPM1 prom inh = inhibitors of MITF-dependent TRPM1 promoter reporter, primary screen, cell-based, SK-MEL-5, single point, luciferase; SK-MEL-5 TRPM1 promoter luciferase, 24 h; inhibition, % at 12.5 µM; actives 0.83% (n = 330,000); AID 488899, 2010;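 active = mean inhibition across replicates of 60% or more, whatever share of single replicates reaches that level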; note: values of inactives mirror those of a sister screen read the other way
# KKLEB tox = cytotoxicity in KKLEB CF airway cells, primary screen, cytotoxicity control for CF NF-kB inhibitor project, cell-based, uHTS, fluorescence assay plates | KKLEB CF airway cells viability, ATPlite luminescence, overnight; hits give low values; cells stimulated with P. aeruginosa culture filtrate | activity change (cytotoxicity), % at 5 µM | actives 0.36% (n = 360,000);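 active = corrected activity change at or below -50% at 5 µM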
# TROY NFkB inh = inhibitors of TROY-driven NF-kB signaling, primary screen, Q293 LMP1-TROYcd cells, NF-kB luciferase, uHTS; Q293 LMP1-TROYcd NF-kB luciferase reporter, 4 h; AID 1347056, 2019; inhibition, % at 10 µM; actives 0.98% (n = 360,000);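 active = compounds whose plate-normalised and pattern-corrected inhibition of the luciferase reporter signal at the single screening dose is 50% or more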
# Peg3 promoter = Peg3 promoter-driven luciferase inhibitors, primary screen, cell-based, HeLa, luciferase luminescence. HeLa PEG-Prom luciferase reporter, overnight. inhibition, % at 20 µM. actives 1.7% (n = 360,000). AID 588405, 2011;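 active = inhibition of at least 50% at 20 µM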
# NR2E3 ag-1 = NR2E3 agonists in two-hybrid cells, primary screen, cell-based, luminescence, CHO-S, Gal4-NCOR/VP16-NR2E3; actives 0.35% (n = 360,000); inhibition of corepressor binding, % at 3.98 µM; luciferase; AID 602229, 2012; Photoreceptor-specific nuclear receptor (Homo sapiens), Q9Y5X4;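 active = inhibition above the mean of all tested compounds plus 3 SD, cut at about 70% in these data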;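 note: 0% = DMSO with NR2E3 transfected cells and 100% = cells lacking NR2E3 construct; higher means lower luciferase signal from less NR2E3 corepressor binding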
# Target sequence (Q9Y5X4 whole entry, looked up, the tested form may be a part): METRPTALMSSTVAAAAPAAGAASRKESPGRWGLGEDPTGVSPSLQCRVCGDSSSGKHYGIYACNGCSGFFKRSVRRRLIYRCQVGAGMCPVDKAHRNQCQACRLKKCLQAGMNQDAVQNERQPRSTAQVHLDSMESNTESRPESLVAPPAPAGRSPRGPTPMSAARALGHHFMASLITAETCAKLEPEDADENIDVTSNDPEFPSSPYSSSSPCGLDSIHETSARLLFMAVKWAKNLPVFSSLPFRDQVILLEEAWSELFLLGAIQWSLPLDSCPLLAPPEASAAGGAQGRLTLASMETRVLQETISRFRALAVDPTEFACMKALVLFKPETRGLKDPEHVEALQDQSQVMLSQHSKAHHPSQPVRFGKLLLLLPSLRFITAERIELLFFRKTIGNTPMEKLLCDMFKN
# CF NFkB block = inhibitors of PAF-induced NF-kB signaling, primary screen, cell-based, GFP fluorescence, uHTS; actives 0.86% (n = 360,000); KKLEB NF-kB-GFP reporter, GFP fluorescence overnight; AID 588850, 2011; inhibition, % at 5 µM;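 active = at least 50% inhibition at 5 µM, scaled per plate between neutral and stimulator controls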;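 note: PAF is a Pseudomonas aeruginosa culture filtrate used as stimulus; plate controls were PAF-stimulated DMSO wells for no effect and unstimulated DMSO wells for full effect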
# NR2E3 ag-2 = inhibitors of NR2E3-RetCOR corepressor binding, primary screen, NR2E3 agonist project, biochemical, TR-FRET, GST-NR2E3, biotin-RetCOR. 1536-well. inhibition of corepressor binding, % at 4.78 µM. AID 2300, 2010. actives 0.12% (n = 320,000);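 active = percent inhibition above the cutoff of mean plus 3 SD of all tested compounds, set per screening campaign, cut at about 20% in these data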;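 note: 0% = DMSO wells and 100% = biotin wells as full block of FRET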
#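 Format: 1536-well format; test system: GST-NR2E3 and biotin-RetCOR proteins; read-out basis: percent inhibition of TR-FRET ratio; timing: 5 h incubation at 4 °C; detection: time-resolved FRET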
# Shn3 inh set2 = reduction of Shn3 3'UTR firefly luciferase signal, primary screen, Schnurri-3 inhibitor project, cell-based, Clone20 osteoblasts, set 2. Clone20 osteoblast Shn3 3'UTR firefly luciferase, 24 h. inhibition, % at 12.5 µM. actives 0.52% (n = 360,000);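 active = mean inhibition of at least 75% with every replicate also reaching 75%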;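 note: 0% = median of neutral control wells and 100% = pilot-screen positive control compound; some compounds past the cut are filed as inactive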
# C8 TRAIL sens = viability loss with TRAIL in NB7+C8 cells, primary screen, TRAIL sensitizer project, cell-based, ATPlite luminescence. inhibition (viability loss, TRAIL sensitization), % at 10 µM. actives 1% (n = 360,000). AID 624354, 2012;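 active = compounds causing at least 50% loss of cell viability in the single-dose screen, relative to plate controls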
# An asterisk follows results filed as active; / = not tested or not shown. Only part of the results is shown; count on the stated rates, not on these rows.
SMILES,HIF-2a inh,TWEAK-Fn14 inh,TRPM1 prom inh,KKLEB tox,TROY NFkB inh,Peg3 promoter,NR2E3 ag-1,CF NFkB block,NR2E3 ag-2,Shn3 inh set2,C8 TRAIL sens
O=C(NCc1ccc2c(c1)OCO2)c1sccc1Br,-59,-13,-24,-4,-48,-42,-16,11,2,-1,-18
COCC(=O)Nc1nnc(SCC(=O)N2CCCCC2)s1,-5,-14,2,7,-3,-15,-23,5,2,14,-9
Cn1c(=O)n(C)c2cc(NC(=O)CCc3ccccc3)c(Br)cc21,13,22,1,-18,12,-4,26,-34,3,0,8
Cc1cccc(-c2nc(Nc3cccc(O)c3)c3ccccc3n2)c1,-33,34,-3,-8,-1,13,-33,-31,-1,-3,-5
O=c1c(-c2ccnn2-c2cccc(Cl)c2)cnc2n1CCS2,-28,2,1,8,-2,-16,-27,14,1,-10,-4
O=C(NC(=O)c1ccccc1F)Nc1nc(-c2cccs2)cc(C(F)(F)F)n1,-3,1,3,-17,-3,4,-3,-4,4,-4,-3
OC1(C#CCCN2CCCCC2)c2ccccc2-c2ccccc21,11,-15,4,3,-16,9,-25,9,-2,6,-4
Nn1c(SCc2ccccc2F)nnc1-c1ccccn1,-225,-11,/,10,-52,-238,-99,-10,5,/,-11
O=C(Nc1ccc2c(c1)OCCO2)C(C1CC1)N1CCC(Cc2ccccc2)CC1 (stereo not drawn),0,-6,/,-2,1,-10,-23,-11,/,-4,2
Cc1ccc2[nH]c3c(NCc4ccco4)ncnc3c2c1,-286,44,-11,-8,-21,-229,-6,-7,-4,46,10
CCn1c(SCC(=O)Nc2ccccc2C)nc2nc3c(cc2c1=O)COC(C)(C)C3,14,-8,5,-3,-29,14,4,9,2,9,-3
Cc1cccc(NC2=CC(=O)CC(C)(C)C2)c1C,22,-3,1,-4,-31,15,-20,3,1,2,1
COc1ccccc1OCCNC(=O)CN1C(=O)NC2(CCCCC2)C1=O,6,-9,/,-12,-20,-6,-16,16,1,6,-5
CC(NC(=O)c1ccc(Br)o1)C1CC2CCC1C2 (stereo not drawn),7,-1,10,-12,2,23,-28,5,2,-17,-2
COc1ccc(/C=N/NS(=O)(=O)c2ccc(C)cc2)cc1OC(=O)c1ccc(C)cc1,-16,55*,3,1,6,10,-1,10,3,-5,2
Cc1ccc[n+](-c2nc([O-])sc2/C=N/Nc2ccc([N+](=O)[O-])cc2)c1,12,0,10,9,-22,-1,-12,-8,-4,/,11
COC(CCN(C)C)(c1ccccc1)c1ccccc1,0,6,6,-12,-7,12,-24,7,4,-32,-1
O=C(O)c1ccc(C=NN=Cc2ccco2)cc1,-2,-4,-10,-9,-14,13,-20,4,/,-5,15
Cc1cc(CNC(=O)CC2C(=O)NCCN2Cc2ccc(-c3ccccc3)cc2)nn1C (stereo not drawn),-2,-2,-1,10,-1,-4,-2,-2,0,/,19
CCOc1ccc(OCC(=O)Nc2nccs2)cc1,38,85*,52,-9,65*,59*,17,-2,6,8,66*
CCCCOC(=O)c1ccccc1N1C(=O)C2C3CCC(C3)C2C1=O (stereo not drawn),11,-19,4,2,2,8,7,-6,2,-3,-9
CC1CCCCN1C(=O)CCc1nnc(Cc2c[nH]c3ccccc23)o1 (stereo not drawn),-8,-5,4,-3,-13,8,-16,6,-2,-3,9
CCCCNS(=O)(=O)c1cccc(NC(=O)[C@@H]2O[C@H](CO)[C@H](O)[C@H](O)[C@H]2O)c1,-1,16,/,8,2,-3,4,-6,/,4,5
Cc1cc(NCCCN(C)C)n2c(nc3ccccc32)c1C#N,21,-12,14,10,-3,31,-1,-69,-1,3,-1

# 3 compounds already listed, ordered by count of non-hydrogen atoms, lowest first.
SMILES,HIF-2a inh,TWEAK-Fn14 inh,TRPM1 prom inh,KKLEB tox,TROY NFkB inh,Peg3 promoter,NR2E3 ag-1,CF NFkB block,NR2E3 ag-2,Shn3 inh set2,C8 TRAIL sens
Cc1cc(NCCCN(C)C)n2c(nc3ccccc32)c1C#N,21,-12,14,10,-3,31,-1,-69,-1,3,-1
CCCCNS(=O)(=O)c1cccc(NC(=O)[C@@H]2O[C@H](CO)[C@H](O)[C@H](O)[C@H]2O)c1,-1,16,/,8,2,-3,4,-6,/,4,5
Cc1cc(CNC(=O)CC2C(=O)NCCN2Cc2ccc(-c3ccccc3)cc2)nn1C (stereo not drawn),-2,-2,-1,10,-1,-4,-2,-2,0,/,19

# The listing continues:
SMILES,HIF-2a inh,TWEAK-Fn14 inh,TRPM1 prom inh,KKLEB tox,TROY NFkB inh,Peg3 promoter,NR2E3 ag-1,CF NFkB block,NR2E3 ag-2,Shn3 inh set2,C8 TRAIL sens
O=C(COc1ccc(-c2ccccc2)cc1)N/N=C/c1cccnc1,-1,-10,-3,-17,-13,-40,-39,-11,4,-12,27
CCOc1cc(C=O)ccc1OCCn1c([N+](=O)[O-])cnc1C,-3,9,2,-20,-4,4,-19,-17,-1,6,-1
O=C(c1ccc(CSc2ccc(Cl)cc2)cc1)N1CCOCC1,-64,5,-12,-7,-16,-49,-35,0,0,-6,-3
Cc1ccc(NC(=O)CSc2nc3[nH]ncc3c(=O)[nH]2)c(C)c1,15,-1,-14,5,3,9,12,11,0,7,14
CCn1cc2nc(SCC(=O)Nc3ccc(F)cc3F)n(Cc3ccccc3)c(=O)c2n1,4,16,15,1,-10,5,-20,-9,-1,20,-1
CC1CN(CCC(=O)Nc2ccccc2F)CC(C)O1 (stereo not drawn),12,21,4,-3,19,3,-14,-4,-2,18,-4
CS(=O)(=O)N1CCc2cc(C(=O)Nc3ccc(Br)cc3)ccc21,-98,-36,-17,-3,-20,-71,-13,-4,3,-1,6
COC(=O)C(C(=O)OC)[C@@H]1C=C[C@H](C[N+](=O)[O-])N(C(C)=O)C1,7,-7,0,-14,0,9,10,8,/,-21,-10
CC(C)c1nnc(NC(=O)c2nc(S(=O)(=O)Cc3ccccc3)ncc2Cl)s1,92*,94*,83*,-87*,32,105*,44,100*,1,94*,94*
O=C(CC(c1cccs1)S(=O)(=O)c1ccccc1)c1ccc(F)cc1 (stereo not drawn),-3,-20,-8,3,-7,2,-18,6,1,26,-4
CC1CCCN(S(=O)(=O)c2cccc([N+](=O)[O-])c2)C1 (stereo not drawn),6,17,4,-3,0,20,-22,-23,1,3,10
CSC1=N/C(=C\c2ccc(Br)o2)C(=O)S1,15,2,6,-6,-10,2,-23,-11,1,-6,-1
C=CC[C@H](CC(=O)OC(C)(C)C)C(=O)OC[C@@H]1CCCN1C(=O)[C@@H](CC=C)CC(=O)N[C@H](CO)Cc1ccccc1,11,-2,-5,3,6,-3,0,8,/,18,-15
O=C(NCc1ccccn1)C1CCC(=O)N(Cc2ccc(Cl)cc2)C1 (stereo not drawn),-18,-18,-12,-6,4,7,6,28,0,15,2
COc1ccc(Br)cc1CN(C)C(=O)C1CC(=O)N(C2CCCC2)C1 (stereo not drawn),15,7,-6,16,6,7,-20,-23,/,-1,-14
COc1ccc(CCNc2nc(C)cc(=O)[nH]2)cc1OC,-2,-9,4,-7,8,5,-13,12,2,-15,-11
Cn1c(NC(=O)c2ccc(S(=O)(=O)N3CCCCC3)cc2)cc(=O)n(C)c1=O,5,13,-1,2,-10,7,6,-2,1,2,-12
CCOc1ccc(OCC(=O)OCC(=O)N2CCN(S(=O)(=O)c3ccc(C)cc3C)CC2)cc1,9,17,1,-10,0,5,-26,-6,/,-6,-2
CC(Nc1cccc(F)c1)C(=O)Nc1ccc(S(N)(=O)=O)cc1 (stereo not drawn),5,-5,-6,-3,10,-1,-18,10,-2,9,-10
COc1ccc(OC)c(NC(=O)CCN2CCN(Cc3ccccc3)CC2)c1,-9,5,-2,3,20,15,-17,11,-1,-1,-10
O=C(O)C(CCCCN1C(=O)c2ccccc2C1=O)N1C(=O)c2ccccc2C1=O (stereo not drawn),7,-16,-5,6,-11,8,19,4,3,-8,-11
COc1ccc(Nc2nc(C(=O)NCc3ccco3)cs2)cc1,-55,-11,5,-6,-23,-16,-2,-4,2,2,-16
OCCN1CCN(C(=S)c2ccc(Cl)c(Cl)c2)CC1,8,-6,-7,11,24,10,-5,-2,4,7,6
Cc1cc(C)nc(SCCN2CCCCC2)n1,14,1,-4,20,0,-3,4,0,0,2,-1
CCC(C(=O)Nc1ccncc1)c1ccccc1 (stereo not drawn),15,19,11,-13,0,15,-1,11,1,19,1
CC(C)(C)c1nc2scc(-c3ccc(Cl)cc3)c2c(=O)o1,-2,-6,0,10,0,-11,6,-19,-3,-1,13
O=C(C1CCC1)N1CCc2cc(S(=O)(=O)NC3CCCc4ccccc43)ccc21 (stereo not drawn),-4,8,18,-6,28,16,-6,13,1,21,19
Nc1nc(Nc2ccccc2F)nc(N2CCCC2)c1[N+](=O)[O-],-376,0,-82,-10,-25,-169,-63,15,3,-96,6
COc1ccccc1-c1nnc(NC(=O)CCS(=O)(=O)c2ccc(F)cc2)o1,7,-8,/,-5,7,-1,-47,32,/,-22,6
CCN(CC(F)(F)C(F)F)S(=O)(=O)c1ccc(NC(=O)OC)cc1,7,3,0,5,-5,14,17,4,0,4,-5
CC(C)c1ccc(S(=O)(=O)/N=C2\C=C(NS(=O)(=O)c3ccccc3)C(=O)c3ccccc32)cc1,-13,0,20,-3,-5,-7,3,74*,2,-15,-3
O=C1CSC(c2ccccc2Br)N1c1ccc(Cl)cn1 (stereo not drawn),27,-8,-1,5,-7,7,-7,8,2,9,-3
O=S(Cc1ccccc1)Cc1ccccc1,-11,11,-1,-1,-11,-1,-2,2,/,-5,3
CCOc1ccc(-c2c(C(=O)N/N=C/C3CCCCC3)nnn2-c2nonc2N)cc1,12,-2,-6,20,-1,0,-3,4,2,-10,-4
CCOc1ccc(CCNC(=O)CCC(=O)N2CCOc3ccccc32)cc1OCC,8,0,/,-7,0,1,-4,22,2,1,-2
O=C(CC1SCCNC1=O)Nc1cccc([N+](=O)[O-])c1 (stereo not drawn),-6,7,-9,8,-7,-5,-11,4,3,0,9
Cc1cc(C)n2c(-c3ccccc3Cl)nnc2n1,14,8,6,10,-40,10,-1,10,2,-92,-6
CC1(C(=O)NS(=O)(=O)c2ccccc2)CCN1C(=O)Cc1ccccc1Cl (stereo not drawn),8,5,/,-3,1,9,-27,-8,/,5,4

# Some of the entries so far, tab-delimited.
structure	HIF-2a inh	TWEAK-Fn14 inh	TRPM1 prom inh	KKLEB tox	TROY NFkB inh	Peg3 promoter	NR2E3 ag-1	CF NFkB block	NR2E3 ag-2	Shn3 inh set2	C8 TRAIL sens
COc1ccccc1-c1nnc(NC(=O)CCS(=O)(=O)c2ccc(F)cc2)o1	7	-8	/	-5	7	-1	-47	32	/	-22	6
CCN(CC(F)(F)C(F)F)S(=O)(=O)c1ccc(NC(=O)OC)cc1	7	3	0	5	-5	14	17	4	0	4	-5

# From PubChem BioAssay
